Screens: PubChem, Vanderbilt High Throughput Screening Facility
AMPAR-TARP mod: modulators of AMPA receptor GluA2-stargazin complexes; 40,000 compounds, 3.5% hits; AID 1259245; O88602+P19491; HEK293 GluA2+stargazin, membrane potential dye (FDSS), glutamate EC50; hits were called plate by plate, in both directions; calls only at 30 µM;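 active means any of four per-well response measures lying three or more SD from its plate-wide compound average, in either direction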
Target sequence (O88602 whole entry, looked up): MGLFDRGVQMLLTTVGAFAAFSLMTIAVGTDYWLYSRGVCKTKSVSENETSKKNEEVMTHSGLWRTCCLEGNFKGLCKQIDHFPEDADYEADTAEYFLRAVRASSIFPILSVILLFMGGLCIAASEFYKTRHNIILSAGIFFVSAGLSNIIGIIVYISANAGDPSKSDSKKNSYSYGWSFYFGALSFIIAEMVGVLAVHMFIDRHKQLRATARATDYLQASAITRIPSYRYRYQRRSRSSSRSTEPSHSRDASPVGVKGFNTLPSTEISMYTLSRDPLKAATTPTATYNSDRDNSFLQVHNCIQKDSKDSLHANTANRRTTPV
Target sequence (P19491 whole entry, looked up): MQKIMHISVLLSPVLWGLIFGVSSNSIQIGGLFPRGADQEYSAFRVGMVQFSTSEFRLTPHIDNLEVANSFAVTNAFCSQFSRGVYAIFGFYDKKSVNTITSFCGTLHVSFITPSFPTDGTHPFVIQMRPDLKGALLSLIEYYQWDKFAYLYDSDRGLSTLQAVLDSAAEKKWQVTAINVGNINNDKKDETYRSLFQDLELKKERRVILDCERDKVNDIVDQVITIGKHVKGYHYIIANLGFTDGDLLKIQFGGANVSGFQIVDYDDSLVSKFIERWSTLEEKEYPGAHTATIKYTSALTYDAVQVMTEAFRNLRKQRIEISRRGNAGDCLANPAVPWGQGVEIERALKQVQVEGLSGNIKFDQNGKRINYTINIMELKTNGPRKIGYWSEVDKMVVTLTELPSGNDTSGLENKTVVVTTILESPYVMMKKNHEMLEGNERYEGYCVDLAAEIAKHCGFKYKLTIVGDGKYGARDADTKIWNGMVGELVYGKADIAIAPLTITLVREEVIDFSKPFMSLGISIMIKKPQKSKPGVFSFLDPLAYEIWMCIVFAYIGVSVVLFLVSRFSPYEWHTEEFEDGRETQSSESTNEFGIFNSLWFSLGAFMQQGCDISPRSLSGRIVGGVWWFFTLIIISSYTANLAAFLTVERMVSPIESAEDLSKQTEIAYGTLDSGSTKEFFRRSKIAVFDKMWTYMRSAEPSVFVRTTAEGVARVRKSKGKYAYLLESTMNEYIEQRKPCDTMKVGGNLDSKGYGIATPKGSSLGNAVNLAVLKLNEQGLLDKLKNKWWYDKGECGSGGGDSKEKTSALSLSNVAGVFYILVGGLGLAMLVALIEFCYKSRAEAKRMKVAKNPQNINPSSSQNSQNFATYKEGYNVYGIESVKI
AMPAR-TARP mod agonism max-min: further read-out of AMPAR-TARP mod, marked with its call; compound max-min signal; compound-alone response (agonism);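 unitless range of fluorescence divided by baseline over first 100 seconds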
AMPAR-TARP mod glutamate slope: further read-out of AMPAR-TARP mod, marked with its call; glutamate slope, % of max; measured here: glutamate response slope, % max;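 scaled per plate between vehicle wells and maximal 1 mM glutamate control wells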
The depositor's hits bear a star; i = inactive; + = active, no number.

SMILES	AMPAR-TARP mod	AMPAR-TARP mod agonism max-min	AMPAR-TARP mod glutamate slope
O=C(Cn1cnc(-c2cccs2)cc1=O)NCCOc1ccc(F)cc1	i	0.098	62
Cn1nnc2c(N3CCN(C(=O)CSCc4ccccc4)CC3)ncnc21	i	0.048	57
COc1ccc(-n2nc3c(c2NC(=O)C(=O)NC2CCCCCC2)CS(=O)(=O)C3)cc1	i	0.086	61
COc1ccccc1OCC(O)CN1CC(C)CC(C)C1 (centres undefined)	i	0.055	42
Cc1ccc(S(=O)(=O)NCC(=O)NNC(=O)Nc2ccc(Cl)cc2)cc1	i	0.085	60
O=C(CSc1cc(N2CCOCC2)ncn1)Nc1cc(C(F)(F)F)ccc1Cl	i	0.081	63
O=C(/C=C\c1ccccc1)N1CCN(c2ncnc3c2nnn3-c2ccc(F)cc2)CC1	i	0.076	61
CS(=O)(=O)c1ccc(CC(=O)Nc2cc(Cl)ccc2Cl)cc1	i	0.089	61
COc1ccc(CCNC(=O)Cn2nc(C(=O)Nc3ccccc3)ccc2=O)cc1	i	0.031	45
Cc1cc(C)nc(NC(=O)c2ccc(Cl)cc2[N+](=O)[O-])c1	i	0.088	16
CCCNC(=O)c1ccc2c(=O)n(CCc3ccccc3)c(SCC#N)nc2c1	i	0.074	38
COc1cc(C)c(Cl)cc1S(=O)(=O)N1CCN(C)CC1	i	0.046	44
Cc1csc2nc(CSc3ccc(Cl)cc3)c(Br)n12	i	0.12	77
CN(C)C(CNC(=O)C1CCN(S(C)(=O)=O)CC1)c1cccs1 (centres undefined)	i	0.1	40
CCOC(=O)c1ccc(NC(=O)Cn2cc(-c3nc(-c4cnccn4)no3)ccc2=O)cc1	i	0.17	57
CCCC(CCC)C(=O)NCCS(=O)(=O)N1CCN(c2cccc(C)c2)CC1	i	0.05	57
CC1C(=O)NCCN1C(=O)c1cccs1 (centres undefined)	i	0.067	39
O=C(c1ccc([N+](=O)[O-])o1)N(C(=O)N1CCCCC1)c1ccc(Cl)cc1	+	0.046*	21*
CCOc1ccc(C(=O)Nc2ccc(N3CCN(C)CC3)cc2)cc1	i	0.065	33
CCCCNS(=O)(=O)CCCOc1ccc2c(c1)OCO2	i	0.092	64
O=C(Cc1ccc([N+](=O)[O-])cc1)NCCOc1cccc(C(F)(F)F)c1	i	0.16	56
CCNc1cc(C)nc(NCCNS(=O)(=O)c2c(C)noc2C)n1	i	0.072	53
CCOC(=O)Cc1csc(NC(=O)C2CCN(c3ccc(-c4ccc(OC)cc4)nn3)CC2)n1	i	0.091	51
COc1ccc(CCS(=O)(=O)NCC2CCN(c3ccccn3)CC2)cc1	i	0.07	58
CN1C(=O)CCc2cc(NC(=O)c3ccco3)ccc21	i	0.08	66

Overlap with the part before: five compounds, followed by the next part.
SMILES	AMPAR-TARP mod	AMPAR-TARP mod agonism max-min	AMPAR-TARP mod glutamate slope
O=C(Cc1ccc([N+](=O)[O-])cc1)NCCOc1cccc(C(F)(F)F)c1	i	0.16	56
CCNc1cc(C)nc(NCCNS(=O)(=O)c2c(C)noc2C)n1	i	0.072	53
CCOC(=O)Cc1csc(NC(=O)C2CCN(c3ccc(-c4ccc(OC)cc4)nn3)CC2)n1	i	0.091	51
COc1ccc(CCS(=O)(=O)NCC2CCN(c3ccccn3)CC2)cc1	i	0.07	58
CN1C(=O)CCc2cc(NC(=O)c3ccco3)ccc21	i	0.08	66
O=S(=O)(CCc1ccccc1)NCC1COC2(CCCCC2)O1 (centres undefined)	i	0.11	85
COCC(C)(O)CNC(=O)c1ccc(C(=O)OC)cc1 (centres undefined)	i	0.1	63
COc1ccc(N(C)c2nnc(-c3ccc(NC(=O)C(=O)NCc4ccco4)cc3)s2)cc1	i	0.15	75
COc1cc2ccccc2cc1C(=O)Nc1nnc(-c2ccco2)o1	i	0.12	65
CC(C)c1nnc(C2CCN(C(=O)Cc3c[nH]c4ccccc34)CC2)o1	i	0.12	57
COc1cc(C)ccc1OCC(=O)N1CCN(c2ccc3nnc(C)n3n2)CC1	+	0.18*	46*
Cc1ccc(NCCNC(=O)c2c[nH]c3ccccc23)nn1	i	0.13	55
O=C(NCC1CCN(C(=O)c2cc3ccccc3o2)CC1)C(=O)Nc1cccc(C(F)(F)F)c1	i	0.095	63
CC(=O)Nc1cccc(NC(=O)CSC2=Nc3cccnc3Nc3ccccc32)c1	i	0.052	43
O=C(COc1ccccc1F)NNC(=O)c1ccc(=O)n(Cc2ccc(Cl)cc2)c1	i	0.085	55
CCOc1cc(S(=O)(=O)NCCCN2CCOCC2)ccc1F	i	0.076	65
COc1ccc(-n2nnc3c(N4CCN(C(=O)c5cc(OC)cc(OC)c5)CC4)ncnc32)cc1	i	0.17	61
CN(Cc1cc(=O)[nH]c2ccccc12)C(=O)c1ccoc1CSc1ccccc1	i	0.095	58
O=C(c1nn(-c2ccc(F)cc2)cc1OCc1ccccc1)N1CCCC1	i	0.035	45
COc1ccc(C(=O)/C=C/c2ccc(OC)cc2OC)c(O)c1	i	0.13	54
CN1CCOc2ccc(NC(=O)C3CCN(S(C)(=O)=O)CC3)cc2C1=O	i	0.1	39
CCOC(=O)CNC(=O)CSc1nnc(-c2ccncc2)o1	i	0.028	41
Cn1c(=O)c2cc(C(=O)Nc3ccc(Oc4ccccc4)cc3)sc2n(C)c1=O	i	0.094	27
CCCNC(=O)Cn1nc2c(c1NC(=O)CSCc1ccccc1)CSC2	i	0.054	57
CCCNC(=O)c1nn(-c2ccc(F)cc2)cc1OCC	i	0.17	68
O=C(Cn1nnc2ccccc2c1=O)Nc1ccc(-n2cnnn2)cc1	i	0.12	43
CCOC(=O)C1CCc2sc(NC(=O)c3ccc4c(c3)ncn4-c3ccccc3)nc21 (centres undefined)	i	0.11	75
COc1cc(OC)cc(C(=O)N/C(=N\c2nc(C)cc(C)n2)Nc2ccccc2F)c1	i	0.037	38
COc1ccc(-c2c(C#N)c(SCC(=O)NCC3CCCO3)nc3c2C(=O)CC(C)(C)C3)cc1 (centres undefined)	i	0.071	62
O=C(CN1c2ccccc2S(=O)(=O)c2ccccc21)NCc1ccccc1Cl	i	0.057	55

Exported as labelled records: part of the list above
COCC(C)(O)CNC(=O)c1ccc(C(=O)OC)cc1 (centres undefined)
  AMPAR-TARP mod: i	AMPAR-TARP mod agonism max-min: 0.1	AMPAR-TARP mod glutamate slope: 63

COc1ccc(N(C)c2nnc(-c3ccc(NC(=O)C(=O)NCc4ccco4)cc3)s2)cc1
  AMPAR-TARP mod: i	AMPAR-TARP mod agonism max-min: 0.15	AMPAR-TARP mod glutamate slope: 75

COc1cc2ccccc2cc1C(=O)Nc1nnc(-c2ccco2)o1
  AMPAR-TARP mod: i	AMPAR-TARP mod agonism max-min: 0.12	AMPAR-TARP mod glutamate slope: 65

CC(C)c1nnc(C2CCN(C(=O)Cc3c[nH]c4ccccc34)CC2)o1
  AMPAR-TARP mod: i	AMPAR-TARP mod agonism max-min: 0.12	AMPAR-TARP mod glutamate slope: 57

Next section:
SMILES	AMPAR-TARP mod	AMPAR-TARP mod agonism max-min	AMPAR-TARP mod glutamate slope
Cn1nc2c(c1NC(=O)Cc1cccs1)CCC2	i	0.07	53
O=C(NCCN1CCOCC1)C(=O)Nc1ccc(Cl)c(N2CCCS2(=O)=O)c1	i	0.063	91
Cn1c(=O)c2c(SCc3cccc(C(F)(F)F)c3)ccnc2n(C)c1=O	i	0.036	37
COc1cc(OC)cc(C(=O)NCC2(c3ccccc3)CCOCC2)c1	i	0.064	67
CC(C)c1ccc(Cn2c(C3CC(=O)N(C(C)(C)C)C3)nc3ccccc32)cc1 (centres undefined)	i	0.097	65
CCOc1cc(C(=O)Nc2ccc3c(c2)CCCN3C(=O)CC)cc(OCC)c1OCC	i	0.11	61
COCCN1CCc2nc(SCc3cc(C)ccc3C)[nH]c(=O)c2C1	i	0.023	42
COc1cc(C)c(C)cc1S(=O)(=O)N1CCN(c2ccc(-c3cccnc3)nn2)CC1	i	0.14	35
O=c1nc(SCc2ccccc2)c2c(n1CCCO)CCCC2	i	0.038	57
COc1ccc(CC(=O)NNC(=O)c2cccn(Cc3ccc(F)cc3)c2=O)cc1	i	0.095	47
Cc1ccc(C(=O)Nc2nnc(Cc3cccs3)o2)cc1C	i	0.15	58
CCOC(=O)CCn1c(=O)c2c(nc3n(-c4ccccc4C)c(C)c(C)n23)n(C)c1=O	i	0.071	75
CC(C)S(=O)(=O)c1ccc(C(=O)Nc2nc(-c3ccc(Cl)cc3)cs2)cc1	i	0.092	56
COC(=O)c1ccc(CSc2nnc(Cc3c(C)[nH]c(=O)[nH]c3=O)o2)cc1	i	0.08	58
O=C(COc1ccccc1F)NCC1CCN(C(=O)/C=C/c2ccco2)CC1	i	0.042	43
Cc1ccc([N+](=O)[O-])cc1NC(=O)C(=O)NC1CCCC1	i	0.14	78
CCOc1ccc(NC(=O)C(=O)Nc2ccc([N+](=O)[O-])cc2)cc1	i	0.12	59
CCOc1cc(C(=O)Nc2ccc(CC(=O)N3CCOCC3)cc2)cc(OCC)c1OCC	i	0.045	41
COc1ccc(SCCC(=O)Nc2ccc3c(c2)C(=O)NC3=O)cc1	+	0.16*	49*
CCc1ccc(OCCCC(=O)Nc2nnc(C(C)C)s2)cc1	i	0.073	66
O=C(NC1C2CC3CC(C2)CC1C3)c1cccc(Cl)c1 (centres undefined)	i	0.11	55
Cc1nn(-c2ccccc2)c2sc(C(=O)NC(=S)NCC3CCCO3)cc12 (centres undefined)	i	0.11	62
COc1cccc2sc(N(CC3CCCO3)C(=O)c3cnn(-c4ccccc4)c3C)nc12 (centres undefined)	i	0.081	64
COC(=O)c1sc2ccccc2c1S(=O)(=O)Nc1ccc(OC(F)(F)F)cc1	i	0.11	51
CC(C)(C)NC(=O)N1CCC(CNC(=O)c2cc(-c3ccccc3)on2)CC1	i	0.061	36

More entries:
SMILES	AMPAR-TARP mod	AMPAR-TARP mod agonism max-min	AMPAR-TARP mod glutamate slope
Cc1ccc(Cl)cc1NC(=O)Cn1c(=O)c(CNc2ccccc2)cc2cc3c(cc21)OCCO3	i	0.087	56
CCOC(=O)c1ccc(NC(=O)N(C)C)cc1	i	0.1	68
COc1ccc(NC(=O)Nc2ccc(CN3CCN(C)CC3)cc2)cc1	i	0.087	58
O=C(CSc1nccn(-c2ccc(F)cc2)c1=O)NCc1ccccc1Cl	i	0.039	53
COc1cccc(OC)c1C(=O)N1CCN(c2ncnc3c2nnn3-c2ccccc2)CC1	i	0.061	50
O=C(Nc1cccc(Cl)c1)c1ccc(=O)n(Cc2ccccc2Cl)c1	i	0.13	46
COc1ccc(-c2noc(Cn3cnc4c(nnn4-c4ccccc4)c3=O)n2)cc1OC	i	0.1	66
COc1ccc(CC(=O)N2CCN(c3ncnc4c3nnn4-c3ccc(Cl)cc3)CC2)cc1	i	0.088	60
COc1cc(C(=O)NCCn2ncc3c(N4CC(C)OC(C)C4)ncnc32)cc(OC)c1OC (centres undefined)	i	0.06	48
S=C(NCCc1ccccc1)N1CCN(c2ncccn2)CC1	i	0.084	34
O=C(O)c1ccccc1SC1CC(=O)N(c2ccc(OC(F)(F)F)cc2)C1=O (centres undefined)	i	0.075	53
CN1C(=O)N(C)C2(CCN(S(=O)(=O)c3ccc(C(C)(C)C)cc3)CC2)C1=O	i	0.059	64
CCn1nnc2c(N3CCC4(CC3)OCCO4)ncnc21	i	0.11	67
CC(C)(C)c1ccc(NC(=O)NC2CCCC(O)C2)cc1 (centres undefined)	i	0.16	87
O=C(COC(=O)CCCC1=NS(=O)(=O)c2ccccc2N1)Nc1ccc(F)cc1	i	0.039	51
CCN1C(SCC(=O)NCc2ccccc2Cl)=NS(=O)(=O)c2ccccc21	i	0.056	73
CCOc1c(C)cc(S(=O)(=O)Nc2ccc3c(c2)N(C(=O)C(C)(C)C)CC3)cc1C	i	0.061	78
O=C1Cc2cc(NS(=O)(=O)CCc3ccccc3)cc3c2N1CCC3	i	0.073	49
Cc1ccc(NC(=O)COc2ccc(Cl)cc2Cl)cc1N1CCCCC1=O	i	0.051	48
CCCCN1CC(c2nc3ccccc3n2CCOc2cccc(OC)c2)CC1=O (centres undefined)	i	0.16	93
COc1ccc(SCC(=O)Nc2sccc2-c2nc3ccccc3s2)cc1	i	0.075	78
CCc1cc(C(=O)OC)c(NC(=O)CC2NCCNC2=O)s1 (centres undefined)	i	0.082	57
COc1ccc(F)cc1S(=O)(=O)Nc1cc2c3c(c1)CCN3C(=O)CC2	i	0.11	49
CS(=O)(=O)N1CCCC1C(=O)Nc1nc2c(Cl)ccc(Cl)c2s1 (centres undefined)	i	0.14	54
O=C(Nc1c2c(nn1-c1cccc(Cl)c1)CS(=O)(=O)C2)C(=O)NC1CCCCC1	i	0.094	93

(continued)
SMILES	AMPAR-TARP mod	AMPAR-TARP mod agonism max-min	AMPAR-TARP mod glutamate slope
O=C(NCCc1ccccc1)C(=O)NCC1CCN(C(=O)c2cccnc2)CC1	i	0.1	56
CCc1ccc(Oc2cc(N3CCC(C(=O)NCc4ccccc4OC)CC3)ncn2)cc1	i	0.11	54
O=C(/C=C/c1cccs1)NCC1CCN(C(=O)c2cc3ccccc3o2)CC1	+	0.083*	50*
COc1cc(NC(=O)CCc2sc(C)nc2-c2cccs2)cc(OC)c1OC	i	0.11	62
CN(C)CCNC(=O)C(=O)NCCC(O)c1ccco1 (centres undefined)	i	0.079	51
Cn1c(=O)c2c(nc3n2CC(c2ccc(F)cc2)=NN3CC(=O)O)n(C)c1=O	i	0.1	54
COc1ccc(-c2nc(N)n(C(=O)c3ccc(Cl)cc3)n2)cc1	i	0.062	25
Nc1nc2ccc(S(=O)(=O)N3CCCCC3)cc2s1	+	0.27*	68*
O=C(N=C1SC2CS(=O)(=O)CC2N1c1cccc(C(F)(F)F)c1)c1cccc([N+](=O)[O-])c1 (centres undefined)	i	0.066	51
Cn1c(C(F)(F)F)nn(CCNC(=O)C2(c3ccc(Cl)cc3)CCCC2)c1=O	i	0.078	49

An excerpt, so the mix of outcomes need not match the whole.
